uPA generation – blocks generation of uPA at the cell surface; hit rate 0.31% among 330,000; Potency, µM (top dose mostly 38.3 µM), inactives show top-dose activity change, negative = inhibition, usual class: inhibitors; AID 540303; cell surface uPA generation assay, qHTS; active = well fitted inhibition curve with a large enough effect; inconclusive = small, poorly fitted or top-dose-only effect; inactive = no such curve, though single readings can be large or run the other way; tested in mouse RAW 264.7 cells; note: potency is the fitted concentration of half-maximal effect; % is set by controls: 0 for no effect and ±100 for the full control effect; nearly all actives have a fitted effect of over 55% in size
TRPV1 ag – agonists of human vanilloid receptor 1 (TRPV1); Q8NER1; TRPV1-expressing cells, Fluo-8 calcium influx, agonist mode; activation, % at 8.33 µM; hit rate 0.19% among 320,000; AID 540275; in the data active = activation above about 80%; inconclusive = between about 30% and that limit; note: 0% is about no effect
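Fluo-8 calcium influx in TRPV1-expressing cells, kinetic read (ex 480/em 520 nm). Compound added and read 3 min for agonist activity, followed by capsaicin at EC20 final and 2 min further read for enhancement.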
ASM inhibitor – blocks human secretory acid sphingomyelinase; placental ASM, HMU-PC fluorogenic substrate, 60 min; Potency, µM (titrated, usually from 57.5 µM), for the others: at the top dose activity change, negative = inhibition, most hits filed as inhibitors; AID 504937; P17405; hit rate 0.006% among 340,000; note: potency is the fitted concentration of half-maximal effect
Target sequence (P17405 47-631 limits assumed): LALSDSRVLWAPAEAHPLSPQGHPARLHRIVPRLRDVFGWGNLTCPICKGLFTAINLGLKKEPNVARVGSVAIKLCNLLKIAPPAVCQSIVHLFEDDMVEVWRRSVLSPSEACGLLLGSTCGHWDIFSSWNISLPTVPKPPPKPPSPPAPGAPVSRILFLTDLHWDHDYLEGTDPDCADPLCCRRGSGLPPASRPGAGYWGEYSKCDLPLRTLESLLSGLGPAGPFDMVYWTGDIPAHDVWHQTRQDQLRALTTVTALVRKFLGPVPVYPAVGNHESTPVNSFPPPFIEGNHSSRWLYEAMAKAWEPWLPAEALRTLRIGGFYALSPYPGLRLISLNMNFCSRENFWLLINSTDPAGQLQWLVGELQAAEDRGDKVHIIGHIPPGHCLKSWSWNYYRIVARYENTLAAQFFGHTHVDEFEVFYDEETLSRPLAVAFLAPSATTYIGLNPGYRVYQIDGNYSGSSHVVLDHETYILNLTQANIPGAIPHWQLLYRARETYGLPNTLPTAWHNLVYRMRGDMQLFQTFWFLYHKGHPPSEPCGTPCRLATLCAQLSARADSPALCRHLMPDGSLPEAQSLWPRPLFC
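Fluorogenic HMU-PC substrate (9 uM final) is turned over by placental ASM in 60 min at 37 C after a 10 min compound preincubation. Reaction ended by alkaline stop (pH 10), with fluorescence read at 386/447 nm.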
p53 reactivator – restores transcriptional activity of mutant p53 | AID 504706 | H1299 p53-A138V BP100-luciferase reporter, luminescence, 24 h | Potency, µM (titrated, usually from 92.2 µM), inactives show top-dose activity change, positive = activation, actives largely listed as activators | hit rate 0.063% among 320,000; note: potency is the fitted concentration of half-maximal effect; % of control where 0% means no effect; nearly all actives have a fitted effect of over 45% in size
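H1299 (p53-null), stable ts p53-A138V + BP100-Luc; 1000 cells/well, Opti-MEM/10% FBS; cpd 4 pt, 1:5; 24 h, 37 deg C, 5% CO2; detection reagent 10 min RT; luminescence.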
B2AR arrestin – recruits beta-arrestin to the human beta2-adrenergic receptor. P07550. beta-arrestin recruitment to beta2AR, cell-based reporter. Potency, µM (series often up to 46.1 µM), for inactives: at the highest dose activation, most hits filed as activators. hit rate 0.02% among 330,000;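 note: potency is the fitted concentration of half-maximal effect; 0% = DMSO controls and full agonism = EC100 isoproterenol or metaproterenol; nearly all actives have a fitted effect of over 65% in size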
Integrin act MD – activates integrin-mediated alleviation for muscular dystrophy | alpha7betagal myoblasts, beta-gal FDG fluorescence, 48 h | Potency, µM (highest dose often 38.3 µM), inactives show at the top dose activation, hits mostly activators | hit rate 0.064% among 350,000 | AID 624291;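 note: potency is the fitted concentration of half-maximal effect; 100% = response of the positive control SU9516; nearly all actives have a fitted effect of over 60% in size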
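alpha7betagal+/- myoblasts (passage 13, 250/well) treated 48 h at 37C with compounds at 1:260 dilution of DMSO stock. Lysed, then beta-galactosidase activity read as FDG fluorescence (ex 480/em 540) after 30 min, with pre-read for autofluorescence.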
PTAP TSG101 blk – blocks PTAP/TSG101 interaction to inhibit HIV-1 budding. Fluorescence polarization, FITC-PTAP peptide / Tsg101 binding. Q99816. AID 493005. 340,000 tested, under 10 active. Potency, µM (top dose mostly 115 µM), for inactives: at the highest dose activity change, negative = inhibition, usual class: inhibitors; active = well fitted inhibition curve with a large enough effect in the main read-out, with a control signal flat, not every such curve was filed as active; inconclusive = small, poorly fitted or top-dose-only effect, or effect the other way, or a change in a side signal; inactive = no such curve, though single readings can be large or run the other way; note: potency is the fitted concentration of half-maximal effect; % of control where 0% means no effect
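Fluorescence polarization binding of Tsg101 binding domain (10 uM final) to FITC-labeled PTAP peptide (50 nM final) in HEPES pH 7.5 buffer with NaCl, Tween 20, EDTA, TCEP. Compounds added before peptide; binding 20 min at RT.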
Eya2 phos inh – Eya2 (human) phosphatase inhibition. O00167. recombinant Eya2, OMFP fluorescence dephosphorylation (OMFP is methylfluorescein phosphate). Potency, µM (doses to about 76.9 µM), for the others: at the top dose activity, negative = inhibition, most hits filed as inhibitors. hit rate 0.006% among 330,000. AID 488837; note: potency is the fitted concentration of half-maximal effect; % is set by controls: 0 for no effect and ±100 for the full control effect
Target sequence (O00167 whole entry, looked up): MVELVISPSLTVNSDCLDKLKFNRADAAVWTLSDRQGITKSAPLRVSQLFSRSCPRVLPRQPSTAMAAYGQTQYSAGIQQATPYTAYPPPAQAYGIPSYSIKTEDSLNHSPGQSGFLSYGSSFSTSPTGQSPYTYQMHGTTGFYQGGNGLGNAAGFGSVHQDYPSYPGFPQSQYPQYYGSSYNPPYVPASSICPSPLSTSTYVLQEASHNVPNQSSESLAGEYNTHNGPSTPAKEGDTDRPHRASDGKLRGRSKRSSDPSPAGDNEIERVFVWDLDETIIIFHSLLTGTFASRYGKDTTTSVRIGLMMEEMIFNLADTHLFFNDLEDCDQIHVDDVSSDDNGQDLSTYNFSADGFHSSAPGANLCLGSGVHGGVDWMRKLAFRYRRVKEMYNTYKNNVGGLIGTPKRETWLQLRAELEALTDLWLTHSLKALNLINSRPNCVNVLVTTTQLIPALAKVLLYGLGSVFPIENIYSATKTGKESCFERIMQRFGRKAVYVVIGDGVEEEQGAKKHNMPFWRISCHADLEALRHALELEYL
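Eya2 protein (added as 0.2 uM solution) was preincubated with compound for 10 min at ambient temperature in 50 mM HEPES pH 7.5, 50 mM NaCl, 5 uM MgCl2, 0.05% BSA, 1 mM DTT. OMFP (added at 50 uM) then reacted 10 min; fluorescence read at 485/525 nm.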
USP2a inh – inhibitors of human ubiquitin-specific protease USP2a; O75604; Potency, µM (top dose mostly 38.3 µM), for the others: at the highest dose activity change, negative = inhibition, usual class: inhibitors; hit rate 0.01% among 330,000; USP2 core, Ub-CHOP2 coupled fluorogenic reporter, 485/531; AID 463254;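 note: potency is the fitted concentration of half-maximal effect; plate controls were DMSO wells for no effect and full inhibition by NEM control for full effect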
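USP2 core (10nM final) preincubated 30min RT with compound in 20mM Tris-HCl pH 8.0, 2mM CaCl2, 2mM beta-mercaptoethanol, 0.05% CHAPS; 25nM Ub-CHOP2 plus 25nM reporter substrate added, fluorescence (Ex485/Em531) read after 60min.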
BRCA1 expr act – BRCA1 expression activation | MCF7-BRCA1-FFLuc reporter, luminescence, 48 h; response scale: scaled: vehicle 0%, 10 µM genistein 100% | Potency, µM (doses to about 46.1 µM), inactives show top-dose activation, hits mostly activators | hit rate 1.1% among 380,000; note: potency is the fitted concentration of half-maximal effect; nearly all actives have a fitted effect of over 80% in size; some results filed as inactive show a strong effect at the top dose
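First, MCF7-BRCA1-FFLuc cells (2000/well) attach for 2 h; next, compounds are pin-added and incubated 48 h at 37 °C; finally, luciferase reagent is added and luminescence read after 15 min.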
ELG1 genotoxic – induces genotoxicity in HEK293T cells with luciferase-tagged ELG1; HEK293T ELG1-luciferase reporter, luminescence, 16 h; Potency, µM (highest dose often 46 µM), for the others: at the top dose activity change, positive = activation, most hits filed as activators; hit rate 1.3% among 330,000; note: potency is the fitted concentration of half-maximal effect; % of control where 0% means no effect; nearly all actives have a fitted effect of over 60% in size
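ELG1-luciferase HEK293T cells, 2,000/well; compound pinned in; 16 hr, 37 °C, 5% CO2; ONE-Glo, 30 min RT; luminescence on CCD imager.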
An asterisk follows results filed as active; ? = inconclusive; . = no result given; [ ] = dose if it differs, or a comment. Unless noted, calls come from the whole dose curve; as a rule, active = well fitted curve in the direction sought with a large enough effect; inconclusive = small, poorly fitted or top-dose-only effect, or another doubt; inactive = no such curve, though single readings can be large; an effect the other way counts as inactive or inconclusive. Not a hit list. About 2.6% of those tested had a hit in this group.

SMILES	uPA generation	TRPV1 ag	ASM inhibitor	p53 reactivator	B2AR arrestin	Integrin act MD	PTAP TSG101 blk	Eya2 phos inh	USP2a inh	BRCA1 expr act	ELG1 genotoxic
CC(NC(=O)COC(=O)c1ccc2c(c1)OCO2)c1ccccc1 (stereo not drawn)	4%	15	0%	-1%	0.2%	-16%	-3%	-1%	-2%	-4%	3%
Cc1cc(C)nc(SCc2nnc(SCC(=O)NCc3ccco3)n2-c2ccccc2)n1	-1%	0	3%	6%	0.2%	-4%	2%	11%	4%	1%	4%
O=C(Cn1cc(S(=O)(=O)Cc2cccc([N+](=O)[O-])c2)c2ccccc21)N1CCOCC1	-4%	-2	-2%	-5%	0.0%	12%	0%	3%	2%	-30%	0%
O=C(Nc1cccc(-c2cn3cccnc3n2)c1)c1ccc(Br)o1	.	-1	158%[activator]	12%	-0.4%	3%	-3%	-39%	3%	21%	-3%
c1ccc(-c2ccccc2OCCCN2CCCCCC2)cc1	-21%	5	-2%	-1%	-0.2%	-62%[inhibitor]	-1%	-4%	2%	-48%	-17%
NS(=O)(=O)c1ccc(-c2ccc(/C=C3\SC(=S)N(C4CCS(=O)(=O)C4)C3=O)o2)cc1 (stereo not drawn)	?	1	-12%	1%	-0.3%	-34%[inhibitor]	?	-8%	3%	-23%	-13%
C=CCn1c(SC2CCOC2=O)nc2sc(CC)cc2c1=O (stereo not drawn)	-4%	1	-2%	3%	-0.2%	3%	-1%	-10%	2%	56%	2%
Cc1cc2c(c(=O)n1Cc1ccccn1)C(c1ccc3c(c1)OCO3)C(C#N)=C(N)O2 (stereo not drawn)	-2%	?	0%	-3%	0.3%	-3%	-4%	-4%	2%	1%	-2%
COc1cc(OC)cc(-c2c(-c3cccs3)c3cc(-c4cccc5[nH]ccc45)ccc3n2C)c1	3%	2	30%	-2%	-0.1%	-11%	5%	-5%	1%	-1%	0%
COc1cc(OC)c(N(C)S(=O)(=O)c2cccc(C(=O)NC3=NCCS3)c2)cc1Cl	4%	6	7%	-5%	-0.1%	21%	0%	0%	0%	-13%	-10%
CCOC(=O)c1cc(-c2ccc(C)cc2)n(CCC(=O)NC(C)CC)c1C (stereo not drawn)	7%	?	-13%	-4%	-1.6%	-2%	-7%	-9%	0%	-42%	-4%
Cc1nn(CCS(=O)(=O)c2ccc(Cl)cc2)c(C)c1Br	-1%	13	-3%	-1%	-0.3%	-4%	-2%	3%	0%	-1%	-1%
CCC/S(CC1CC1(Cl)Cl)=N\S(=O)(=O)c1ccc(C)cc1 (stereo not drawn)	.	4	6%	4%	0.0%	8%[7.66 µM]	-8%	-4%	2%	-20%	-5%
FC(F)(F)c1cc(Oc2ccc(Cl)cc2)ncc1-c1nnc(-c2ccc(Cl)cc2)o1	1%	0	-3%	-3%	-0.5%	2%	-4%	17%	1%	0%	-1%
CCOC(=O)c1c(S(=O)(=O)N2CCC(C)CC2)c(C)n(C)c1C	-5%	4	4%	-8%	-0.5%	-20%	3%	3%	3%	-23%	-2%[9.26 µM]

Reformatted: 2 of the compounds above.
smiles | uPA generation | TRPV1 ag | ASM inhibitor | p53 reactivator | B2AR arrestin | Integrin act MD | PTAP TSG101 blk | Eya2 phos inh | USP2a inh | BRCA1 expr act | ELG1 genotoxic
Cc1nn(CCS(=O)(=O)c2ccc(Cl)cc2)c(C)c1Br | -1% | 13 | -3% | -1% | -0.3% | -4% | -2% | 3% | 0% | -1% | -1%
CCC/S(CC1CC1(Cl)Cl)=N\S(=O)(=O)c1ccc(C)cc1 (stereo not drawn) | . | 4 | 6% | 4% | 0.0% | 8%[7.66 µM] | -8% | -4% | 2% | -20% | -5%

(further entries)
SMILES	uPA generation	TRPV1 ag	ASM inhibitor	p53 reactivator	B2AR arrestin	Integrin act MD	PTAP TSG101 blk	Eya2 phos inh	USP2a inh	BRCA1 expr act	ELG1 genotoxic
CC(C)c1ccccc1NC(=O)CCc1nc2ccccc2s1	-2%	3	3%	-6%	-0.4%	1%	0%	-2%	1%	-2%	-3%
COc1cc(NC(=O)Nc2ccc3c(c2)OCO3)cc(OC)c1OC	5%	-1	0%	-1%	0.0%	-5%	-2%	19%	13%	-2%	8%
Cc1ccc(Cn2c(-n3nc(C)cc3C)nc3c2c(=O)[nH]c(=O)n3C)cc1	-22%	-2	-2%	-2%	-0.2%	21%	-8%	1%	5%	2%	1%
Cc1ccc(S(=O)(=O)Cn2nnnc2C(c2ccccc2)N2CCN(c3ccccc3)CC2)cc1 (stereo not drawn)	-1%	-1	-3%	-5%	-2.0%	5%	-7%	3%	1%	-13%	0%
CCC(C)NC(=O)CSc1c2c(nc3ccccc13)CCCC2 (stereo not drawn)	?	-4	8%	-10%	-0.3%	-51%[inhibitor]	-7%	10%	0%	-4%	-6%
COc1cc(N)c(Cl)cc1C(=O)OCC(=O)c1cccs1	0%	1	1%	3%	-0.1%	5%	-1%	6%	2%	-16%	0%
CCN(Cc1nc2cc(Cl)ccc2c(=O)[nH]1)C(=O)c1cc2c(s1)CCCCC2	?	4	.	5%	-0.2%	11%	-2%	25%	1%	-15%	6%
CCc1nnc(NC(=O)CCC(=O)NC2CCCC2)s1	-21%	-6	-4%	6%	0.2%	0%	2%	3%	-1%	-10%	3%
CCN1C(=O)[C@@H]2[C@H](C1=O)[C@@H]1C[C@H]3C(=O)N(CC)C(=O)[C@H]3[C@@H]3C1=C(C(=O)N1C(=O)OC(=NCC4CC4)[C@]31C)[C@@H]2C	1%	0	1%	2%	-0.7%	13%	-2%	-1%	-14%	-2%	2%
CCCn1c(SCC(=O)Nc2nc(-c3ccc(OC)cc3)cs2)nc2c1c(=O)n(C)c(=O)n2C	-2%	-2	-12%	-8%	-0.1%	28%	-6%	6%	2%	49%	12%
CCC(C)(C)NC(=O)C(c1sccc1C)N(Cc1ccco1)C(=O)c1csnn1 (stereo not drawn)	2%	9	2%	-2%	-0.4%	-21%	-6%	-12%	1%	0%	-9%
O=C(c1cc2cc(F)ccc2[nH]1)N1CCN(Cc2ccc3c(c2)OCO3)CC1	0%	26	-2%	-8%	0.1%	-25%	-5%	-2%	3%	-45%	-4%
CC1Sc2ccc(C(=O)N3CCCC(C(F)(F)F)C3)cc2NC1=O (stereo not drawn)	-4%	5	0%	-14%	0.1%	-16%	-7%	?	0%	6%	7%
Brc1cccc(-c2nnc(-c3ccccc3)o2)c1	-4%	?	-2%	?	-0.3%	2%	0%	2%	-4%	?	3.3µM*
Cc1ccc(O)c(NC(=O)C2CC(c3ccc(F)cc3)=NO2)c1 (stereo not drawn)	-5%	23	-4%	-4%	0.3%	5%	-2%	3%	1%	-17%	1%
CC(=O)c1cccc(NC(=O)c2c(C)nn(-c3ccccc3)c2Cl)c1	-7%	?	-2%	-5%	-0.1%	15%	0%	4%	-1%	?	-5%
COc1ccc(-n2c(C)cc(C(=O)CCl)c2C)cc1	?	3	-1%	-12%	3.9%	-63%[inhibitor]	-3%	-24%	2%	-74%	?
COc1cc([N+](=O)[O-])cc(/C=N/NC(=O)C(C)Nc2ccccc2C)c1O (stereo not drawn)	-8%	1	-11%	11%	-0.5%	15%	1%	4%	-2%	-73%	-5%
CCn1ccnc1[C@@H]1C[C@H]2CN(Cc3ccccc3OC)C(=O)[C@]23CCCN13	5%	1	5%	-1%	-0.9%	-9%	-7%	-5%	0%	-10%	2%
COc1ccc(NC(=O)Cn2c(=O)oc3ccccc32)cc1	0%	2	2%	6%	0.6%	28%	0%	-1%	1%	12%	2%
COc1ccc(S(=O)(=O)N(C)C[C@H]2Oc3ccc(NC(=O)Nc4ccc5c(c4)OCO5)cc3C(=O)N([C@H](C)CO)C[C@@H]2C)cc1	1%	.	13%	-2%	-2.0%	-6%	0%	8%	2%	0%	-1%
O=C(NCc1ccccn1)c1cc2ccccn2n1	6%	.	-1%	14%	0.2%	3%	-3%	-2%	3%	37%	6%
O=C(CCNS(=O)(=O)c1ccccc1F)NCc1ccc2c(c1)OCO2	0%	-3	29%	6%	-0.6%	15%	-3%	2%	3%	1%	4%
NS(=O)(=O)c1cccc(NS(=O)(=O)c2ccc(/C=C/C(=O)O)cc2)c1	2%	1	5%	0%	-0.2%	5%	0%	-2%	0%	-8%	1%
N#C/C(=C/c1ccc(F)cc1)S(=O)(=O)c1ccccc1	7%	-5	1%	-3%	-0.3%	5%	-2%	7%	0%	-4%	-7%
Cc1n[nH]c(=O)c2ccccc12	3%	-3	1%	3%	-0.7%	?	-3%	-6%	0%	-4%	3%
O=C(NCC1CCCCC1)C1(CC2CC(c3cccc(Br)c3)=NO2)CCNCC1 (stereo not drawn)	-3%	7	-4%	.	-0.9%	-43%	-14%	-1%	-1%	-2%	-16%

Screening data from PubChem.
